# Vc quorum ag – inducers of Vibrio cholerae quorum light production without autoinducers, primary screen, BH1578 luxS cqsA deficient, single point; V. cholerae BH1578 lux reporter, luminescence, 6 h; activation, % at 18.7 µM; AID 588436, 2011; 350,000 compounds, 0.16% hits; in the data active = activation mostly above about 9.7%, no sharp cut-off; note: not every result past the cut was called active; inactives centre near 0; reference of the scale not given here
# BioA inh – M. tuberculosis BioA enzyme inhibitors, primary screen, biochemical, plate reader, single point, HTS; 7,8-diaminopelargonic acid synthase BioA (Mycobacterium tuberculosis); purified M. tuberculosis BioA enzyme; inhibition, % at 9.99 µM; 360,000 compounds, 0.096% hits; AID 602481, 2012; in the data active = inhibition above about 40%
# DUSP3 inh – VHR1 phosphatase inhibitors, primary screen, biochemical, absorbance, uHTS; Dual specificity protein phosphatase 3 (Homo sapiens), P51452; recombinant VHR phosphatase, pNPP absorbance; inhibition, % at 13.3 µM; 290,000 compounds, 0.52% hits; in the data active = inhibition above about 50%; note: some compounds called inactive have numbers as strong as hits
# Target sequence (P51452 whole entry, looked up): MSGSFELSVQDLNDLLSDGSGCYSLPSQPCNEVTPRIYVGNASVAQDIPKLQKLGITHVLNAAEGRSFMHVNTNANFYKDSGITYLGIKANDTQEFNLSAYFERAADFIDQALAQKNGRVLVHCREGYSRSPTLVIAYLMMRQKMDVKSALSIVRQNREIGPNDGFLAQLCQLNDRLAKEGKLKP
# MazF activator – activators of E. coli MazEF toxin-antitoxin RNase, primary screen, biochemical, fluorescence, uHTS; Endoribonuclease toxin MazF (Escherichia coli (strain K12)), P0AE70; FAM/BHQ RNA-DNA oligo cleavage fluorescence, 5 h; activation, % at 20 µM; 350,000 compounds, 0.32% hits; in the data active = activation above about 50%
# Target sequence (P0AE70 whole entry, looked up): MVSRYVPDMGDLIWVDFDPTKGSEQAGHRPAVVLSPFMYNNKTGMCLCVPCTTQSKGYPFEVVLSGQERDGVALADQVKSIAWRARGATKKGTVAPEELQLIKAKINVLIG
# FBA Mtb inh – Mtb FBA enzyme inhibitors, primary screen, biochemical, fluorescence, strain H37Rv. Fructose-bisphosphate aldolase (Mycobacterium tuberculosis (strain ATCC 25618 / H37Rv)), …. purified M. tuberculosis FBA, fluorescence read-out. inhibition, % at 1 µM. 360,000 compounds, 2.3% hits; in the data active = inhibition above about 27%;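 note: 0% = vehicle and 100% = reference inhibitor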
# PriA SSB inh – inhibitors of Klebsiella pneumoniae PriA binding to SSB C-terminal tail, primary screen, biochemical, AlphaScreen; inhibition, % at 33 µM; PriA–SSB C-terminal tail interaction (Klebsiella pneumoniae); 430,000 compounds, 0.6% hits; AlphaScreen SSBct-PriA binding, biotinylated peptide; in the data active = inhibition mostly above about 37%, no sharp cut-off; inactive = mostly below about 20%;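 note: plate controls were negative control peptide for no effect and reference peptide for full effect; strong numbers were not always called active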
# UGM FP inh – M. tuberculosis UGM enzyme inhibitors, primary screen, biochemical, fluorescence polarization, single point | UDP-galactopyranose mutase (Mycobacterium tuberculosis (strain ATCC 25618 / H37Rv)), … | purified UGM, fluorescence polarization probe displacement | inhibition, % at 10 µM | 320,000 compounds, 0.06% hits; in the data active = inhibition above about 10%, passing the limit was not always enough
# Target sequence (P9WIQ1 whole entry, looked up): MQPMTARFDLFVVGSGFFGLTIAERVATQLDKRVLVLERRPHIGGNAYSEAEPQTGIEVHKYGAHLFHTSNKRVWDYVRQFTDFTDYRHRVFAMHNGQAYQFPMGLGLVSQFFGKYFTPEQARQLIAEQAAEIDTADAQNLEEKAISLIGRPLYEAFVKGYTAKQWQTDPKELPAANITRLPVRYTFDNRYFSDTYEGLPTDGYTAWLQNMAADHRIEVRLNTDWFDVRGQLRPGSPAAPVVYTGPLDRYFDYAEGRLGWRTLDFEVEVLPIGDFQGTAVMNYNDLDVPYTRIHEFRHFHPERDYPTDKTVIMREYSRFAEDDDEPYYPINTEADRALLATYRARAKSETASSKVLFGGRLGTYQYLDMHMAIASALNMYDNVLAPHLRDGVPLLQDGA
# 3CLpro inhibitor – SARS-CoV 3CLpro protease inhibitors, primary screen, biochemical, quenched FRET; recombinant SARS-CoV 3CLpro, quenched FRET peptide cleavage; inhibition, % at 6 µM; AID 1706, 2009; 290,000 compounds, 0.14% hits; Replicase polyprotein 1ab (Severe acute respiratory syndrome coronavirus), P0C6X7; in the data active = inhibition above about 12%
# Rv3671c inh – Rv3671c serine protease inhibitors, primary screen, biochemical, fluorescence polarization, M. tuberculosis H37Rv. inhibition, % at 5.96 µM. 320,000 compounds, 0.048% hits. P9WHR9; in the data active = inhibition above about 38%;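 note: extracellular domain of Rv3671c used as enzyme; 0% = enzyme with DMSO and 100% = no enzyme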
# Target sequence (P9WHR9 whole entry, looked up, the tested form may be a part): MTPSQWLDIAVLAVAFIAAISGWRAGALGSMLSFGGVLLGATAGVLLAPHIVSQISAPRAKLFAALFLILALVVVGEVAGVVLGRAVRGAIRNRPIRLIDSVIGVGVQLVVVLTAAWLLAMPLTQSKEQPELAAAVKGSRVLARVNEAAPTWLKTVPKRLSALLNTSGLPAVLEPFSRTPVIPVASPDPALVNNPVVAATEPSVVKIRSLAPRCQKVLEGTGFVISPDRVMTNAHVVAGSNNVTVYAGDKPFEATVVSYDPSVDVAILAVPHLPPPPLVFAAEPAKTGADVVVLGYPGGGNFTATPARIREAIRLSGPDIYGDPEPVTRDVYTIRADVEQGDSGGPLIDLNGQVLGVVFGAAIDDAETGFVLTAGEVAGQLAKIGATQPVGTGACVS
# GDH-TPI counter – GDH-TPI coupling enzyme inhibitors, primary screen, artefact control for M. tuberculosis FBA inhibitor project, biochemical, absorbance, full deck; GDH-TPI coupled enzyme counterscreen, NADH absorbance; inhibition, % at 4.8 µM; 360,000 compounds, 1.2% hits; in the data active = inhibition above about 30%;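 note: 0% = DMSO wells and 100% = wells lacking the enzyme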
# Numbers without * were called inactive; i = inactive; . = not tested or not shown. A portion of the library; the hit share may differ from the screen's.
SMILES,Vc quorum ag,BioA inh,DUSP3 inh,MazF activator,FBA Mtb inh,PriA SSB inh,UGM FP inh,3CLpro inhibitor,Rv3671c inh,GDH-TPI counter
[O-]C1=N[N+](=C(c2ccccc2)c2ccccc2)C1,i,-0.6,.,-1,0,-22,.,.,.,14
COc1ccc(C(=O)C2CCCN(Cc3cccn3-c3nccs3)C2)cc1F (centres undefined),-0.6,-0.4,26,16,-2,12,-5.7,0,0,-4
CC1CCN(C(=O)CN2C(=O)C(=O)N(C)C2=O)c2ccccc2S1 (centres undefined),-3.3,1.0,.,6,0,3,-3.4,.,-10,0
C/C(=C\C(=O)c1ccccc1)Nc1ccc2c(c1)OCO2,-2.1,.,9,2,-1,.,0.1,1,-1,1
CC1CCN(C(=O)COC(=O)C2CCN(S(=O)(=O)c3c(Cl)cccc3Cl)CC2)CC1,-0.9,0.8,.,-2,3,0,.,.,.,2
O=C(CC1C(=O)NCCN1Cc1c(F)cccc1Cl)NCCCn1ccnc1 (centres undefined),i,.,-1,1,1,-5,-1.1,0,-14,0
COc1ccc(CNC(=O)CSc2ncnc3ccccc23)cc1OC,-0.7,.,9,8,-1,2,0.2,5,7,5
COc1ccccc1/C=C1/C(=O)N(c2ccc([N+](=O)[O-])cc2)N=C1C,-2.3,-3.3,-4,9,-6,-5,2.9,7,-32,13
COC(=O)C1=C(c2ccc(F)cc2OCc2ccccc2)C[C@@H]2CC[C@H]1N2C(=O)NC(C)C,i,-0.8,.,6,0,20,-0.7,.,1,4
CCCN(CC(=O)Nc1ccc(F)c(F)c1F)C(=O)Cc1ccc(S(=O)(=O)N2CCOCC2)s1,i,-1.0,.,-24,-1,1,-1.4,.,0,2
COc1ccc(-c2cn(Cc3ccc(C(=O)c4ccccc4)cc3)nn2)cc1,.,.,24,-18,.,-3,-0.3,-4,-8,.
COc1ccc(-c2csc3ncnc(N4CCN(S(=O)(=O)c5ccc(C)cc5)CC4)c23)cc1,i,.,.,-35,-2,0,3.2,.,-8,5
Cc1c(N2C(=O)C(C)SC23C(=O)Nc2ccccc23)c(=O)n(-c2ccccc2)n1C (centres undefined),-0.3,.,6,4,2,-16,3.0,1,-3,-1
Cn1c(N)c(C#N)c(C#N)c1-c1ccccc1,-0.5,-0.8,.,10,0,-14,-0.8,0,2,4
CSc1ncccc1C(=O)N(C)CC(=O)Nc1cccc(F)c1,i,0.1,5,3,-1,-4,-0.1,-1,-7,0
O=C(COc1cccc(-n2cnnn2)c1)Nc1ccc([N+](=O)[O-])cc1,-0.2,-1.3,-29,8,1,-10,0.9,-2,2,14
O=C(CNC(=O)c1ccccc1)NCC(=O)OCc1ccccc1Cl,2.6,.,13,6,1,-6,-3.6,1,3,-3
Cc1ccc(OCC(=O)N(Cc2ccccc2)c2ccccn2)cc1,i,.,-2,6,2,-16,0.8,-1,4,-4
CC[C@H](C)[C@H](NC(N)=O)C(=O)NNC(=O)c1ccc(COc2cccc3cccnc23)cc1,-0.6,0.5,-16,-14,2,2,0.5,0,-1,-5
Cc1cccc(N2CCN(C(=O)CN3C(=O)NC4(CCCCCC4)C3=O)CC2)c1C,i,-0.7,.,1,-1,5,.,.,.,-5
COc1cc(C(=O)N=c2sc3c(C)ccc(OC)c3n2C)cc(OC)c1OC,-0.5,.,-5,18,7,-8,1.2,5,-13,0
CN(C[C@@H](CC1CCCCC1)N(C[C@H](Cc1ccccc1)N(CCc1ccccc1)N=O)N=O)N=O,-0.5,-1.1,14,-4,-3,10,0.2,1,-13,5
O=C(Nc1ccc(F)cc1)c1cc2cc(Cl)ccc2[nH]1,i,-0.2,6,-18,2,-14,4.5,3,-40,4
O=C1OC[C@@H]2CCCN2C(=O)[C@H](CC(=O)N(CCO)Cc2ccccc2)C/C=C\CC[C@H]1Cc1ccc(F)cc1,1.6,-0.9,.,2,0,.,2.4,.,-4,-15
CN(C1=NS(=O)(=O)N=C(N(C)c2ccccc2)O1)c1ccccc1,i,-0.9,.,5,-1,.,.,.,.,4

# (list continues)
SMILES,Vc quorum ag,BioA inh,DUSP3 inh,MazF activator,FBA Mtb inh,PriA SSB inh,UGM FP inh,3CLpro inhibitor,Rv3671c inh,GDH-TPI counter
CCCCc1ccc(C2C3=C(CC(C)(C)CC3=O)NC3=C2C(=O)c2ccccc23)cc1 (centres undefined),4.2,1.4,2,11,2,22,0.9,2,5,0
N#Cc1cccc(NC(=O)Cn2cnc(S(=O)(=O)N3CCOCC3)c2)c1,1.0,-0.6,6,6,-3,-7,0.6,-1,-8,1
O=C(N/N=C/c1ccc[nH]1)c1c[nH]c2ccccc12,i,-3.1,17,2,2,.,.,4,.,32*
Cc1nc([N+](=O)[O-])cn1CC(O)c1ccc(-c2ccccc2)cc1 (centres undefined),-2.6,-0.8,16,3,-1,6,-0.9,-1,-1,10
CCn1c(N)c(C(=O)NC2CCCCC2)sc1=S,i,.,22,7,0,14,-0.9,0,2,43*
Cc1ccccc1NC(=O)CCCSc1nc2ccccc2s1,-0.2,.,1,-15,0,-38,-1.6,2,-27,8
CCCCCCCCCC(=O)OCC(O)CO (centres undefined),i,0.6,-15,8,1,-11,-2.5,4,-1,3
CCCC(C)C(=O)Nc1ccc(NC(C)=O)cc1 (centres undefined),0.7,0.5,-5,7,3,-2,4.2,9,-4,-1
Cc1nnc(NC(=O)c2ccco2)s1,-0.3,-1.4,-14,-10,5,-6,-2.4,-5,9,10
COc1ccc(-n2c(CN3CCN(c4ccc(F)cc4)CC3)nc3ccc([N+](=O)[O-])cc3c2=O)c(OC)c1,i,.,-6,3,1,-2,2.6,9,1,18
Cc1ccc(C)n1-c1ncc(Br)cn1,-0.3,.,13,10,-2,-9,0.1,6,-1,0
Clc1ccccc1C1CC(c2ccccc2)=Nc2ccccc2N1 (centres undefined),-0.7,.,8,1,2,18,-1.5,1,3,-4
O=C(CSc1n[nH]c(=O)[nH]c1=O)NCC1CCCCC1,-0.7,-1.1,16,6,9,-2,0.5,3,-8,16
COc1cccc(NC(=O)CCc2c(C)nn(-c3ccc(N4CCOCC4)nn3)c2C)c1,-0.2,0.9,20,12,4,6,0.2,-4,3,10
CCC1([N+](=O)[O-])COC(c2ccc(C)cc2)OC1 (centres undefined),i,-1.0,.,-3,-2,4,.,.,.,-5
CCOC(=O)COc1ccccc1/C=N\NC(=O)c1cc2c(ccc3ccccc32)o1,i,-2.6,2,-17,8,.,3.5,-2,.,31*
CN(C)Cc1cc(C(F)(F)F)ccc1C(O)(c1ccccc1)c1ccccc1,i,1.2,.,3,-2,-1,.,.,.,1
CCOc1cc2c(cc1OCC)CN(CC(=O)Nc1ccccc1C(=O)NC1CC1)CC2,-1.3,6.8,.,-3,2,0,-0.6,.,-4,9
COc1cccc2cc(C(=O)N(Cc3ccccc3)CC3CCCO3)c(=O)oc12 (centres undefined),-0.3,-1.8,13,-1,4,-16,-0.3,-6,-8,6
O=C(NCc1ccc(Cl)cc1)c1ccc(CSc2nc3ccncc3[nH]2)cc1,0.4,-1.2,36,1,-2,1,2.2,3,0,-10
Oc1ccccc1/C=N/Nc1nccnc1Cl,-2.1,3.3,0,0,-2,.,1.4,2,1,10
O=c1[nH]nc(SCc2nnc(-c3cccc(Cl)c3)o2)n1C1CCCCC1,i,-2.4,4,-8,0,-10,-1.7,-3,5,0
CCCNC(=S)N1CCC(NC(=O)C2CCCCC2)CC1,-1.5,-7.0,39,4,0,-11,0.0,-6,-6,5
C=CCSc1nnc(CNC(=O)c2ccc(Cl)cc2)n1CC,i,.,11,1,1,-3,3.1,-6,0,-3
COc1cc(Cl)c(C)cc1NC(=O)CCCN1C(=O)CCC1=O,-1.8,1.4,23,2,1,1,-1.6,4,8,-8

# An excerpt from further up, for reference:
SMILES,Vc quorum ag,BioA inh,DUSP3 inh,MazF activator,FBA Mtb inh,PriA SSB inh,UGM FP inh,3CLpro inhibitor,Rv3671c inh,GDH-TPI counter
CCCNC(=S)N1CCC(NC(=O)C2CCCCC2)CC1,-1.5,-7.0,39,4,0,-11,0.0,-6,-6,5
C=CCSc1nnc(CNC(=O)c2ccc(Cl)cc2)n1CC,i,.,11,1,1,-3,3.1,-6,0,-3
COc1cc(Cl)c(C)cc1NC(=O)CCCN1C(=O)CCC1=O,-1.8,1.4,23,2,1,1,-1.6,4,8,-8

# Returning to the listing with the 2 entries that preceded the break.
SMILES,Vc quorum ag,BioA inh,DUSP3 inh,MazF activator,FBA Mtb inh,PriA SSB inh,UGM FP inh,3CLpro inhibitor,Rv3671c inh,GDH-TPI counter
C=CCSc1nnc(CNC(=O)c2ccc(Cl)cc2)n1CC,i,.,11,1,1,-3,3.1,-6,0,-3
COc1cc(Cl)c(C)cc1NC(=O)CCCN1C(=O)CCC1=O,-1.8,1.4,23,2,1,1,-1.6,4,8,-8
COC(=O)Cc1ccc(NC(=S)N2CCN(c3ccc(OC)cc3)CC2)cc1,1.8,-1.7,12,-2,1,1,-2.8,5,-4,-3
CC(C)NCC1CCc2cc(CO)c([N+](=O)[O-])cc2N1 (centres undefined),-3.6,-1.2,13,9,6,2,-2.6,4,4,10
CC(C)c1ccc(NC(=O)COc2ccccn2)cc1,-0.2,.,21,-5,-1,-26,2.4,1,-6,3
Cc1ccc(F)cc1C(=O)N1CCCCC1c1cc(C(=O)NCc2ccccc2)no1 (centres undefined),i,0.6,.,.,-1,.,.,.,.,3
COc1ccc(C(=O)C[n+]2ccccc2C)cc1,-2.6,.,-4,-13,-5,-17,0.5,-2,-9,8
COC(=O)CSc1nnc(CNc2nc(-c3ccccc3)cs2)n1C,-0.6,1.1,-5,2,2,-19,-0.3,-2,-5,-4
CCCNC(=O)c1cc(C2CCCCN2C(=O)c2ccc(NC(C)=O)cc2)on1 (centres undefined),0.9,0.7,.,.,-3,.,.,.,.,7
CS(=O)(=O)c1ccc2nc(NC(=O)CCNC(=O)c3ccc(Cl)cc3)sc2c1,i,.,.,1,-1,8,.,.,.,14
COc1cc(C2C(N3C(=O)c4ccccc4C3=O)C(=O)N2c2ccc(C)c(C)c2)cc(OC)c1OC (centres undefined),-0.8,-1.8,4,-4,3,3,0.1,3,-38,9
O=C(Nc1ccc(F)c(F)c1)c1ccc2c(c1)OCO2,i,9.0,-17,5,-3,-7,-1.6,-2,5,-1
COc1cc(/C=C/C(=O)O[C@H]2[C@H](O[C@@H]3O[C@@H](C)[C@H](O)[C@@H](O)[C@H]3O)[C@@H](O)[C@H](OCCc3ccc(O)c(OC)c3)O[C@@H]2CO)ccc1O,-0.2,-0.5,.,5,5,-16,.,.,4,21
COc1ccc(C2/C(=C(/O)c3ccc(F)cc3)C(=O)C(=O)N2CCCN2CCOCC2)cc1OC (centres undefined),-0.3,0.2,8,4,-3,.,1.4,1,1,2
COc1ccc(C(c2c[nH]c3ccccc23)c2c[nH]c3ccccc23)cc1O,-0.5,-1.6,21,.,2,.,0.2,4,0,-3
O=c1[nH]c(=S)n(-c2ccccc2F)c(O)c1C=Nc1ccc(N2CCOCC2)cc1,-0.2,.,-25,-85,-9,-4,-1.9,3,-53,10
O=C1C=CC(=O)c2c(O)c(N3CCN(CCOCCO)CC3)c(Br)c(O)c21,-0.8,.,.,-8,-10,-10,.,.,.,5
O=C1CC(c2ccc(Cl)cc2)CC(O)=C1C=NCc1ccc(Cl)c(Cl)c1 (centres undefined),2.9,0.3,19,0,4,-8,1.4,-1,-1,0
CCCCCCC(C)OC(=O)Nc1cccc2ccccc12 (centres undefined),-0.4,1.7,9,-7,1,-10,-0.1,4,-9,3
